GPR55 antagonists – GPR55 antagonists blocking LPI-driven arrestin recruitment, primary screen, imaging, U2OS, beta-arrestin-GFP, LPI agonist (AID 2013); G-protein coupled receptor 55 (Homo sapiens); U2OS GPR55 beta-arrestin-GFP translocation imaging, LPI antagonism; higher % means a stronger effect; inhibition, % at 10 µM; hits with a dose series show IC50 in µM; actives 0.13% (n = 290,000);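 active = spots per cell inhibited over 60%, with over 100 cells counted and total cytoplasm intensity under 500,000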;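 also: U2OS cells stably carrying GPR55 and arrestin-GFP stimulated by 5 µM LPI near EC80; imaged beta-arrestin-GFP aggregate spots per cell after agonist stimulation; plate controls were LPI-stimulated DMSO wells for no effect and DMSO wells without LPI for full effect; some results filed as inactive read as strong as hits; confirmed hits need IC50 under 10 µM and bright autofluorescent wells are also inconclusive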
T cell modulator – modulators of CD8 T cell-vesicle binding, primary screen, mouse 2C CD8+ T cells, flow cytometry; 2C CD8+ T cell-vesicle binding; active compounds read low; actives 0.068% (n = 330,000); calls only at 7 µM;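 active = response, share of CD8 T cells binding vesicles, and their 90th percentile fluorescence all below set limits, cut at about 80% in these data, passing the limit was not always enough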
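Also added: QL9-peptide-loaded Drosophila micro-vesicles bearing Ld, ICAM-1 and B7-1; Test system: purified 2C TCR transgenic mouse naive CD8+ T cells; Measured by: cytometric PE anti-B7-1 and Alexa647 anti-CD8 signals after 1% paraformaldehyde fixation; Timing: binding step 1.5 h, 37 °C, antibody labelling 20 min, ice.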
NTR1 agonist – agonists of NTR1, primary screen, imaging, U2OS cells, beta-arrestin-GFP, high content (AID 493036) | NTR1-U2OS beta-arrestin-GFP spot imaging, agonist mode | activation, % at 20 µM | actives 0.17% (n = 330,000) | Neurotensin receptor type 1 (Homo sapiens), P30989;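 active = activation at or above 40% of the spot to cytoplasm intensity ratio, with at least 20 cells analyzed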;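 also: 0% = DMSO without peptide and 100% = 100 nM NTR1 peptide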
Target sequence (P30989 whole entry, looked up): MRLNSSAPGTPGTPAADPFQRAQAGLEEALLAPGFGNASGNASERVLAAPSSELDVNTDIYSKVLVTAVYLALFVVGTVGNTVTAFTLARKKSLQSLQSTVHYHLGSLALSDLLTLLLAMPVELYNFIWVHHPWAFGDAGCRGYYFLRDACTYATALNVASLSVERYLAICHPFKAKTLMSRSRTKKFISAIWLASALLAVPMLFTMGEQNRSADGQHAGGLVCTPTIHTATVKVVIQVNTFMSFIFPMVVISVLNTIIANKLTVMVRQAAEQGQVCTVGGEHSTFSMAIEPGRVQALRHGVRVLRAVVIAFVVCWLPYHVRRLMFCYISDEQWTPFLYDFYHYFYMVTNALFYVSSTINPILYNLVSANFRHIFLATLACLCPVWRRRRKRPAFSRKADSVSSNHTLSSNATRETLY
GPR35 antagonists – GPR35 antagonists blocking zaprinast-driven arrestin recruitment, primary screen, imaging, U2OS, beta-arrestin-GFP, zaprinast agonist (AID 2058); U2OS GPR35 beta-arrestin-GFP translocation imaging, zaprinast antagonism; higher % means a stronger effect; inhibition, % at 10 µM; hits with a dose series show IC50 in µM; actives 0.052% (n = 290,000);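 active = inhibition of at least 50% with at least 30 cells and total cytoplasm GFP at most 10,000,000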
Large T inhibition – SV40 large T antigen inhibitors, biochemical (AID 1903). actives 0.39% (n = 310,000). SV40 large T antigen ATPase/helicase inhibition assay; higher % means a stronger effect. inhibition, % at 20 µM; hits with a dose series show IC50 in µM; in the data active = a potency from the dose series; also: strong numbers were not always called active
LYP phosphatase – inhibitors of LYP phosphatase, biochemical, fluorescence intensity, uHTS (AID 1779). Tyrosine-protein phosphatase non-receptor type 22 (Homo sapiens). recombinant LYP phosphatase, fluorescence intensity; higher % means a stronger effect. one-dose inhibition, % at 11.5 µM; IC50 in µM for titrated hits. actives 0.054% (n = 290,000); in the data active = inhibition above about 50%;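 also: plate controls were vehicle with enzyme for no effect and no enzyme for full effect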
Hep lipid drop – inhibitors of hepatocyte lipid droplet formation, primary screen, imaging, high-throughput imaging, BODIPY stain. AML12 mouse hepatocytes, oleate lipid droplets. inhibition, % at 6.5 µM. actives 0.4% (n = 240,000);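 active = lipid droplet intensity inhibited by at least 50%, with more than 500 cells counted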
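System: AML12 hepatocytes (mouse). Probe or stimulus: oleic acid at 100 µM to induce lipid droplet formation. Times: overnight treatment with compound plus oleate. Detection: Image-based BODIPY and DAPI two-channel analysis. Evaluation: percent inhibition of filter-corrected integrated lipid droplet intensity per well.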
MgcRacGAP inhibition – MgcRacGAP GTPase-activating activity inhibitors, confirmation, biochemical, ADP Hunter fluorescence. actives 0.6% (n = 340,000). MgcRacGAP-stimulated Rac1 GTP hydrolysis, ADP Hunter fluorescence; higher % means a stronger effect; GST-tagged Rac1 F28L mutant substrate. inhibition, % at 30 µM, or IC50 in µM where a hit was titrated. AID 624330, 2012. Rac GTPase-activating protein 1 (Homo sapiens);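 active = first-screen hits whose inhibition reached a set limit at any dose in the follow-up dose series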;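 also: fluorescence reports GDP produced by GAP-driven GTP hydrolysis; strong numbers were not always called active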
GPR55 activation – GPR55 agonists via beta-arrestin recruitment, primary screen, imaging, U2OS cells, beta-arrestin-GFP redistribution (AID 1961). G-protein coupled receptor 55 (Homo sapiens). U2OS GPR55 beta-arrestin-GFP redistribution imaging; higher % means a stronger effect. one-dose activation, % at 10 µM; EC50 in µM for titrated hits. actives 0.048% (n = 290,000);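 active = activation above 40% with more than 50 cells counted in the well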;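 also: U2OS osteosarcoma cells stably expressing GPR55 and beta-arrestin-GFP; plate controls were DMSO negative control for no effect and LPI positive control for full effect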
Hep lipid drop cells 6.5 µM – also measured in Hep lipid drop; calls as there; cell count; measured here: cell count, cytotoxicity flag;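 cells counted across two imaged fields per well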
T cell modulator vesicle-bound % – second read-out of T cell modulator, no call of its own (marks repeat the call); double positive events, %; measured here: CD8+ vesicle-bound cell fraction;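 binding gate set so that unloaded-vesicle control wells show 10% double positive cells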
NTR1 agonist cell count 20 µM – further read-out of NTR1 agonist, marked with its call; cell count; measured here: cell count, cytotoxicity flag
* = called active by the depositor; i = inactive; x = no result given.

Below each SMILES: Hep lipid drop cells 6.5 µM, T cell modulator, GPR55 activation, Hep lipid drop, T cell modulator vesicle-bound %, LYP phosphatase, GPR35 antagonists, Large T inhibition, NTR1 agonist, NTR1 agonist cell count 20 µM, MgcRacGAP inhibition, GPR55 antagonists
> CC1(C)CC(CC(=O)NC(=S)Nc2ccc([N+](=O)[O-])cc2)C(=O)O1 (stereo not given)
    x, i, 0.0%, x, 33, -8%, -6%, 2%, 0.2, 13, 5%, -3%
> COc1ccc(C(=O)Nc2ccccc2C(=O)NC(C)C)cc1OC
    740, i, -0.1%, -18, 52, -10%, 7%, 4%, 1.7, 76, 5%, 11%
> O=C(NCc1ccccn1)c1n[nH]c(=O)c2ccccc12
    675, i, -0.1%, -36, 17, -5%, 16%, 6%, 1.3, 50, 13%, 16%
> Cn1c(CNC(=O)c2cccs2)nnc1SCC(=O)Nc1ccc(Cl)cc1
    791, i, -0.1%, 36, 39, -3%, 2%, 5%, -4.6, 85, 5%, -2%
> O=C(CSc1ncccn1)Nc1ncc(C(F)(F)F)cc1Cl
    652, i, -0.1%, 2, 44, -8%, -11%, 27%, 0.1, 34, 3%, -7%
> CC1(C)CC(=O)C(C=NCCC2=CCCCC2)=C(O)C1
    x, i, 0.3%, x, 16, -4%, -2%, 2%, 0.4, 36, 9%, -4%
> O=C(NCCc1ccccc1)C1CCC(CNS(=O)(=O)c2ccc(F)cc2)CC1 (stereo not given)
    681, i, -0.4%, -7, 25, -8%, 9%, 25%, 1.4, 75, 6%, 0%
> Cc1sc2nc(SCC(=O)Nc3ccc(S(N)(=O)=O)cc3)[nH]c(=O)c2c1C
    867, i, -0.2%, 0, 19, -9%, -4%, 13%, -0.3, 60, 8%, 6%
> COc1ccc(N(CC(=O)N/N=C/c2cccnc2)S(=O)(=O)c2ccccc2)c(OC)c1
    857, i, 0.3%, -2, 27, -11%, -4%, 26%, 0.5, 68, 9%, 2%
> c1coc(CN2CNc3nc4ccccc4n3C2)c1
    786, i, -0.3%, -15, 34, -10%, -5%, 6%, 1.6, 37, 0%, -1%
> CCCOC(=O)c1ccc(NC(=O)C2C3CCC(C3)C2C(=O)O)cc1 (stereo not given)
    673, i, -0.1%, 2, 50, 0%, -6%, -42%, 6.5, 64, 1%, -6%
> CSc1nc2ccc3nc(NC(=O)c4ccc(Cl)s4)sc3c2s1
    619, i, -0.3%, 5, 46, 0%, 6%, -2%, 2.7, 55, 2%, -11%
> Cc1cc(CNC(=O)C(C)n2nc(C)c([N+](=O)[O-])c2C)c2ccccc2n1 (stereo not given)
    687, i, 0.0%, 15, 42, -4%, 10%, 9%, 4.9, 45, -4%, 1%
> CNC(=O)NC(=O)CSc1nc2cc(C(=O)OC)ccc2c(=O)n1-c1ccccc1
    x, i, -0.2%, x, 15, -6%, 1%, -5%, -0.5, 55, 2%, -6%
> Cc1ccc(C)c(N2CCN(S(=O)(=O)c3ccc4c(c3)CC(C)N4C(=O)C3CC3)CC2)c1 (stereo not given)
    697, i, -0.1%, -10, 24, -2%, 7%, 11%, 5.5, 60, 11%, -2%
> CCOc1ccc2[nH]c(=O)c(CN(CCO)C(=O)c3ccccc3F)cc2c1
    x, i, -0.3%, x, 10, -12%, -1%, 12%, 0.8, 53, 0%, -9%
> CCC(C)(C)n1nnnc1CN(Cc1cc2cc(OC)ccc2[nH]c1=O)C1CCCC1
    x, i, -0.3%, x, 42, -4%, 18%, 18%, 0.6, 48, 4%, -2%
> C/C(=N\NC(=O)c1ccccc1O)c1ccc(NC(=O)Cc2ccccc2)cc1
    673, i, -0.2%, 23, 65, -8%, -5%, 6%, 2.4, 75, 9%, 13%
> CN(/N=C/c1ccncc1)c1cnn(-c2ccc(F)c(Cl)c2)c(=O)c1Cl
    x, i, -0.2%, x, 18, -1%, 11%, 3%, -1.0, 98, 7%, -6%
> CCOC(=O)c1cn(-c2nc(-c3ccc(Cl)cc3)cs2)c2c(F)c(N3CC(C)OC(C)C3)c(F)cc2c1=O (stereo not given)
    x, x, -0.1%, x, x, -5%, -19%, 0%, x, x, x, 11%
> Cc1ccc(C(=O)Nc2ccc(C)c(S(=O)(=O)N3CCOCC3)c2)c(C)c1
    873, i, -0.1%, 4, 11, -4%, 8%, 4%, -0.1, 60, 2%, 10%
> CCOc1ccccc1NC(=O)Nc1ccc2c(c1)CCC2
    684, i, -0.1%, -10, 69, -4%, -6%, 13%, 2.1, 53, 6%, 14%
> COc1cccc(C2CCCCN(C)C2=O)c1 (stereo not given)
    593, i, -0.2%, -10, 12, -5%, -4%, 13%, 0.8, 45, 1%, 1%
> CC(C)CC(=O)N=C1SC2CS(=O)(=O)CC2N1Cc1ccccc1Cl (stereo not given)
    588, i, 0.3%, 1, 32, -3%, -7%, 4%, 0.1, 58, x, -2%
> Fc1ccc(-c2csc(-c3ccncc3)n2)cc1
    743, i, -0.3%, 32, 7, -2%, -7%, 3%, 0.4, 59, 8%, 3%
> N#Cc1ccc(N/N=C/c2cn(-c3ccccc3)nc2-c2ccccc2)c([N+](=O)[O-])c1
    671, i, -0.3%, -2, 42, -1%, 11%, 11%, 0.6, 43, 12%, 2%
> COc1c(F)c(F)c(C(=O)O)c(Nc2ccccc2C)c1F
    x, i, -0.1%, x, 44, -8%, 1%, 21%, -0.1, 74, 4%, 29%
> COC(=O)c1sc(SC)c(-c2ccon2)c1C
    714, i, 0.2%, -10, 36, -5%, 4%, 2%, 0.4, 50, 5%, 4%
> Fc1ccc(N=C2NN=C(c3cc(F)ccc3F)CS2)cc1
    592, i, -0.1%, -6, 22, 0%, -6%, 15%, x, x, 17%, -2%
> O=C(NNc1ccccc1[N+](=O)[O-])Nc1ccc(F)cc1
    628, i, 0.3%, 10, 10, -5%, -10%, 3%, 2.9, 77, 7%, 2%
> CC(=O)Nc1c(O)c2ccccc2[nH]c1=O
    667, i, 0.3%, 0, 72, -10%, 19%, 14%, 1.1, 59, -2%, 7%
> O=C(NCc1cccs1)C1CCCN(S(=O)(=O)c2ccc(Br)s2)C1 (stereo not given)
    800, i, -0.2%, 19, 30, -2%, -11%, 12%, -0.9, 58, 13%, -5%
> CC(C)c1ccccc1NC(=O)COc1ccc2c(=O)c(Oc3ccc4ccccc4c3)coc2c1
    581, i, 0.3%, -6, 7, 3%, 13%, 4%, 3.9, 52, x, 14%
> CC(CN1CCCCC1)OC(=O)c1ccco1 (stereo not given)
    773, i, -0.1%, 0, 44, -8%, -14%, 5%, 0.7, 54, 2%, 10%
> Cc1ccccc1NC(=O)c1ccc(NC(=O)c2ccco2)cc1
    641, i, -0.2%, -6, 15, 5%, 10%, 26%, 0.4, 65, 2%, 11%
> CCOC(=O)NN1C(=O)c2ccccc2NC1c1ccc(OC)cc1 (stereo not given)
    546, i, -0.2%, 5, 46, -4%, 11%, 5%, 2.9, 45, 8%, -3%
> COc1cc(/C=N/O)ccc1Oc1ccc([N+](=O)[O-])cc1[N+](=O)[O-]
    658, i, -0.2%, -2, 53, -2%, -14%, 14%, 0.7, 95, 21%, 2%
> CCCCN(CC)CCNC(=O)c1cc2c(=O)[nH]c3ccccc3c2s1
    789, i, -0.3%, 0, 58, -9%, -7%, 21%, 0.2, 83, 11%, -7%
> CC1=C(C(=O)N2CCOCC2)C(c2cccs2)NC(=O)N1 (stereo not given)
    x, i, 0.3%, x, 4, -3%, 16%, -2%, -5.5, 80, 2%, -10%
> COc1ccc(S(=O)(=O)NC(C)C(=O)NCc2ccncc2)cc1C (stereo not given)
    805, i, -0.2%, 3, 19, -15%, -2%, 0%, 0.5, 44, 5%, -12%

Single records, as listed above. Order of screens: Hep lipid drop cells 6.5 µM, T cell modulator, GPR55 activation, Hep lipid drop, T cell modulator vesicle-bound %, LYP phosphatase, GPR35 antagonists, Large T inhibition, NTR1 agonist, NTR1 agonist cell count 20 µM, MgcRacGAP inhibition, GPR55 antagonists
Entry for COc1cc(/C=N/O)ccc1Oc1ccc([N+](=O)[O-])cc1[N+](=O)[O-] : 658, i, -0.2%, -2, 53, -2%, -14%, 14%, 0.7, 95, 21%, 2%
Entry for COC(=O)c1sc(SC)c(-c2ccon2)c1C : 714, i, 0.2%, -10, 36, -5%, 4%, 2%, 0.4, 50, 5%, 4%

(next part)
Below each SMILES: Hep lipid drop cells 6.5 µM, T cell modulator, GPR55 activation, Hep lipid drop, T cell modulator vesicle-bound %, LYP phosphatase, GPR35 antagonists, Large T inhibition, NTR1 agonist, NTR1 agonist cell count 20 µM, MgcRacGAP inhibition, GPR55 antagonists
> N#Cc1c(-c2ccc(Cl)cc2)cc(-c2ccccc2)nc1SCC(=O)O
    748, i, 0.3%, 1, 55, -1%, -26%, 6%, 5.1, 48, 16%, 2%
> O=C(N/N=C/c1cccc([N+](=O)[O-])c1)c1cccs1
    571, i, -0.2%, -6, 0, 6%, 1%, 13%, 1.9, 66, 6%, -9%
> CC(C)(C)C1CCC(C(=O)Nc2ccccc2)CC1 (stereo not given)
    793, i, -0.1%, 14, 53, -2%, 10%, 0%, 2.4, 69, -4%, -2%
> COc1cc(OC)cc(C(=O)NNC(=O)c2cc3ccccc3cc2O)c1
    846, i, 0.0%, -2, 30, -9%, -15%, 16%, -1.1, 92, 9%, 92%
> COc1ccc(S(=O)(=O)N2CCCC(C(=O)NCCCn3ccnc3)C2)cc1OC (stereo not given)
    813, i, 0.2%, 0, 41, -1%, 10%, 12%, -2.4, 53, -3%, -4%
> Cc1ccccc1CNC(=O)C1CCCN(c2cnccn2)C1 (stereo not given)
    756, i, -0.1%, 3, 10, -8%, -12%, 3%, -0.9, 55, -2%, 8%

Source: PubChem
